GSH bead fluor – compound fluorescence on glutathione beads, profiling panel, artefact control, biophysical, 488/530 nm, flow cytometry. GSH beads flow cytometry, compound fluorescence 488/530 nm; stronger effect = higher value. 190,000 tested, 0.25% active. fluorescence (KMESF) at 10 µM; in the data active means fluorescence above about 89;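 further: glutathione beads carrying GST-tagged Bcl family fusion proteins plus one bare bead set; values are compound well signal with DMSO vehicle wells as background; inactives centre near 16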
Bcl-XL Bim block – inhibitors of Bim-Bcl-XL binding, primary screen, biochemical, multiplexed, bead flow cytometry, human Bcl-XL | Bcl-2-like protein 1 (Homo sapiens), Q07817 | AID 1007, 2008 | inhibition, % at 10 µM | Bim peptide-Bcl-XL binding, fluorescence | 190,000 tested, 0.04% active
Bfl-1 Bim block – inhibitors of Bim binding to Bfl-1, primary screen, biochemical, multiplexed, bead-based flow cytometry; Bim-Bfl-1 binding inhibition; inhibition, % at 10 µM; 190,000 tested, 0.12% active; AID 1008, 2008;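 further: 0% = wells without compound plus tracer and 100% = blocker peptide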
ABCB1 inh – ABCB1 efflux pump inhibitors, primary screen, cell-based, multiplex, flow cytometry, ABCG2 counter-screen; CCRF-Adr cells, JC-1 efflux; inhibition, % at 6.6 µM; 190,000 tested, 0.067% active; in the data active means inhibition above about 40%;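 further: 0% = vehicle and 100% = reference inhibitor; higher value means more JC-1 retained so stronger ABCB1 efflux block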
Target sequence (P08183 whole entry, looked up): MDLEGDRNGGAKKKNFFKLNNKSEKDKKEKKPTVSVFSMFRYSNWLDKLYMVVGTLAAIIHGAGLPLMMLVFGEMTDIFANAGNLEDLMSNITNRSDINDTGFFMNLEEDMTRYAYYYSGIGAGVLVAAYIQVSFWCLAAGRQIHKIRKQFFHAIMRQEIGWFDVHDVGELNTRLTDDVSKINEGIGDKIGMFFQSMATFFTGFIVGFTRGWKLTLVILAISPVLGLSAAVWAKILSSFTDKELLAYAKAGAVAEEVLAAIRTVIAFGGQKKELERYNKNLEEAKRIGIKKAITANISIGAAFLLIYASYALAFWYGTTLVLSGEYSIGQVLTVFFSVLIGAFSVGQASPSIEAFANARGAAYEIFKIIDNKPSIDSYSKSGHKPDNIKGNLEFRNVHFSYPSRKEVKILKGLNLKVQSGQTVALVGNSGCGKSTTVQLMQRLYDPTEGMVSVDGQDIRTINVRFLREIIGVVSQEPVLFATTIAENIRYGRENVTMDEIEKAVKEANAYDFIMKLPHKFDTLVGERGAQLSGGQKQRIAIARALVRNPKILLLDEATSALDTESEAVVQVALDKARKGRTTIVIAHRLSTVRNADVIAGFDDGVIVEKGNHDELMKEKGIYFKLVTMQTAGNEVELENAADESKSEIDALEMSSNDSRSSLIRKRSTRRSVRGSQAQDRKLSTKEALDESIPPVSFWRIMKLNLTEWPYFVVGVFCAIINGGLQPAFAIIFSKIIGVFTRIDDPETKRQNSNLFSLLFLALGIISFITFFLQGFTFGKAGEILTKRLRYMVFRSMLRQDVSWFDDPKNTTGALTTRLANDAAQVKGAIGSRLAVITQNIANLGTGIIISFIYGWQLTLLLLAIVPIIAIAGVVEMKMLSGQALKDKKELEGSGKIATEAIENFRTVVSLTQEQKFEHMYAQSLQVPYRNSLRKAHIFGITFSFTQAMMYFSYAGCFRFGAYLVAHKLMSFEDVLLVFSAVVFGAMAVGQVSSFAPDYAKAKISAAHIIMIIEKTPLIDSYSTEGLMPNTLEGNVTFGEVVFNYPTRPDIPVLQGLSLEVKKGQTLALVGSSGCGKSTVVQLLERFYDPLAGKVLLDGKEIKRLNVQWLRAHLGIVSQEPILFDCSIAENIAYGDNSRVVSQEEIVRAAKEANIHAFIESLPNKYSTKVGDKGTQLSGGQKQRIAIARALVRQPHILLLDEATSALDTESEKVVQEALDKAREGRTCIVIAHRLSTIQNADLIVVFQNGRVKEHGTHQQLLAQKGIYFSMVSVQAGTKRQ
Avidin bead fluor – green autofluorescence of compounds with avidin beads – biophysical, 488/530 nm, flow cytometry, artefact control, profiling panel | fluorescence (KMESF) at 10 µM | 220,000 tested, 0.38% active | compound fluorescence 488/530 nm; stronger effect = higher value; in the data active means fluorescence above about 47; further: inactives centre near 10
ABCG2 inh – ABCG2 efflux pump inhibitors, primary screen, multiplex with ABCB1, IgMXP3 cells, flow cytometry | inhibition, % at 6.6 µM | JC-1 efflux | Broad substrate specificity ATP-binding cassette transporter ABCG2 (Homo sapiens), Q9UNQ0 | 190,000 tested, 0.1% active | AID 1325, 2008;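 active means inhibition above 80%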;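 further: 0% = DMSO and 100% = nicardipine control wells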
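Times: 10 min at 25 °C | Test system: Two drug-resistant human cell lines, ABCG2 and ABCB1 | Quantity: 3 million cells/mL final, two lines in 1:1 ratio | Signal: Flow cytometry, 530 nm JC-1 signal | Dosing: Compound at 6.6 µM | Controls: Nicardipine and DMSO wells | Reagent: JC-1 as fluorescent efflux pump substrate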
Bcl-B Bim block – inhibitors of Bim-Bcl-B binding, primary screen, biochemical, multiplexed, human Bcl-2 family; Bcl-2-like protein 10 (Homo sapiens), Q9HD36; bead-based flow cytometry, Bim peptide-Bcl-B binding; inhibition, % at 10 µM; 190,000 tested, 0.073% active; AID 951, 2007;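 further: 0% = tracer peptide without compound and 100% = reference inhibitor peptide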
Bim-Bcl-2 – inhibitors of Bim-Bcl-2 binding, primary screen, biochemical, multiplexed, human Bcl-2 family | Apoptosis regulator Bcl-2 (Homo sapiens), P10415 | Bead-based flow cytometry, Bim peptide-Bcl-2 binding | inhibition, % at 10 µM | 190,000 tested, 0.06% active | AID 950, 2007; in the data active means inhibition above about 40%; inconclusive means no clear call, values can overlap the other calls;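 further: 0% = no compound wells with probe peptide and 100% = reference peptide inhibitor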
RGS7-Gao – RGS7-Galphao binding modulators, primary screen, biochemical, multiplexed bead flow cytometry | Guanine nucleotide-binding protein G(o) subunit alpha (Homo sapiens), P09471 | actives lie on both sides | binding response (% of control), % at 10 µM | 220,000 tested, 0.35% active; in the data active means binding response below about 49% or above about 150%; inconclusive means no clear call, values can overlap the other calls; inactive means in between;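 further: fluorescent Galphao held in activated GDP-AlF4 state binding bead-coupled RGS7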
RGS4-Gao reg – modulators of RGS4 binding to Galphao, primary screen, biochemical, multiplexed bead flow cytometry; actives lie on both sides; binding response (% of control), % at 10 µM; 220,000 tested, 0.33% active; Guanine nucleotide-binding protein G(o) subunit alpha (Homo sapiens), P09471; in the data active means binding response below about 49% or above about 150%; inactive means in between;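 further: fluorescent Galphao activated with aluminum fluoride binding bead-coupled RGS4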
Bcl-W Bim block – inhibitors of Bim binding to Bcl-W, primary screen, biochemical, multiplexed, bead-based flow cytometry; 190,000 tested, 0.02% active; inhibition, % at 10 µM; AID 952, 2007; Bcl-2-like protein 2 (Homo sapiens), Q92843; Bim peptide-Bcl-W binding;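 further: 0% = bound tracer without compound and 100% = peptide blocker; higher means less fluorescent Bim peptide bound to Bcl-W beads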
* marks the source's active call; other numbers are inactive results; ? = inconclusive; / = no result given. Unless noted, no stated cut-off is given here; in the data, active means inhibition above about 40%. Not a hit list, and some 1.3% of all compounds hit somewhere here.

SMILES	GSH bead fluor	Bcl-XL Bim block	Bfl-1 Bim block	ABCB1 inh	Avidin bead fluor	ABCG2 inh	Bcl-B Bim block	Bim-Bcl-2	RGS7-Gao	RGS4-Gao reg	Bcl-W Bim block
COC(=O)c1cccc(NC(=S)Nc2cccc(Cl)c2C)c1	19	-9	-17	-0.1	8	0	-10	-6	96	95	-3
CCn1nc2cc(C(=O)NCc3cc(C(F)(F)F)cc(C(F)(F)F)c3)ccc2c1OC	9	1	-1	-0.2	9	0	-4	-4	96	100	0
Cc1ccccc1C(=O)N1CCC(C(=O)Nc2ccc(S(=O)(=O)N(C)C(C)C)cc2)CC1	7	-3	-8	0.2	9	2	-2	-11	105	104	2
CC(=O)c1ccc(Nc2cc(C)nc3ccc(C)cc23)cc1	13	-5	-10	0.0	11	1	-6	0	98	102	-2
COc1ccc(CCN(C(=O)C(F)(F)F)C(C(=O)NC2CCCCC2)c2ccc(C)s2)cc1 (stereo not given)	32	-7	-19	0.7	14	1	-8	-7	99	100	-4
COC(=O)c1c(C(=O)OC)c(-c2ccc(C(C)(C)C)cc2)n2c1CS(=O)C2 (stereo not given)	13	0	-2	0.4	9	3	-1	-3	92	94	-2
O=C(CCCN1C(=O)c2ccccc2C1=O)NCCCn1ccnc1	16	-4	-4	0.5	9	2	-2	-3	?	102	-5
CCc1ccccc1NC(=S)N(CCN(C)C)Cc1cccs1	20	-1	-2	0.1	10	0	-2	-2	108	107	-1
COc1cccc(C2CC(c3ccc(C(C)C)cc3)n3nc(N)nc3N2)c1 (stereo not given)	21	-2	-13	-0.1	10	0	-3	-8	104	105	2
Cn1c(SCCCC(=O)c2ccc(Br)cc2)nnc1-c1ccncc1	25	-8	-19	0.4	19	8	-7	-8	104	100	-3
O=C(c1cccc(F)c1)N1CCC(N2CCCCCC2)CC1	11	-2	-1	1.1	21	2	1	0	105	113	0
Cc1ccc(C2CC(c3cccc(C)c3)n3nc(N)nc3N2)cc1 (stereo not given)	18	-4	-9	0.0	5	0	-5	-5	97	100	1
Cc1[nH]c2ccccc2c1C(=O)CN1CCC(C(N)=O)(N2CCCCC2)CC1	65	0	-4	0.5	6	1	0	-3	97	99	1
CC(/C=N/n1c(-c2cc(C)[nH]n2)n[nH]c1=S)=C\c1ccccc1	11	-6	-6	0.2	12	0	-4	-7	102	98	-4
Cc1cccc(NC(=S)N2CCC(c3nc4ccccc4o3)CC2)c1C	30	-3	-2	0.8	2	3	-5	-2	42*	48*	-5
CCCCn1cnc2sc3c(c2c1=N)CCCC3	12	0	0	0.7	21	5	-3	0	91	94	0
COc1ccc(N(CC(=O)NCc2cccs2)S(=O)(=O)c2cccnc2)cc1	23	0	0	1.0	1	1	-2	1	82	74	3
CON(C)c1nc(OCCNC(=O)OCc2ccc(Cl)cc2C)nc(N(C)C)n1	19	-4	-2	5.8	/	2	-2	9	/	/	-3
CS(=O)(=O)NCc1nnc(SCC(=O)NC2CCCCC2)n1-c1ccc(F)cc1	32	-1	-12	0.6	7	2	-9	-6	108	103	-1
O=[N+]([O-])c1ccc(NCCCO)c(C(F)(F)F)c1	12	-7	-2	3.8	14	4	-3	-3	103	106	-3
Cc1c(Br)c([N+](=O)[O-])nn1C(C)C(=O)Nc1nccs1 (stereo not given)	17	1	-1	0.8	11	3	0	0	98	101	1
O=C(NC1CCCCC1)N(CCN1CCOCC1)Cc1cc2cc3c(cc2[nH]c1=O)OCCO3	13	-1	-1	0.1	35	1	-1	-7	96	98	-2
C=CCn1c(SCCOc2ccccc2)nnc1C(C)NC(=O)c1ccccc1 (stereo not given)	13	-1	-1	1.6	18	5	2	0	108	106	0
N#CCCn1cc(/C=C2\NC(=S)N(c3ccccc3)C2=O)c(-c2ccc(-c3ccccc3)cc2)n1	15	0	-7	-0.9	9	-7	-1	-2	83	91	4
O=C(N/N=C/c1ccc(N2CCCCC2)o1)C(O)(c1ccccc1)c1ccccc1	13	0	-13	-0.3	7	-2	-5	-7	97	95	3

Sorted by length of the SMILES (descending): 3 of the compounds above
SMILES	GSH bead fluor	Bcl-XL Bim block	Bfl-1 Bim block	ABCB1 inh	Avidin bead fluor	ABCG2 inh	Bcl-B Bim block	Bim-Bcl-2	RGS7-Gao	RGS4-Gao reg	Bcl-W Bim block
CON(C)c1nc(OCCNC(=O)OCc2ccc(Cl)cc2C)nc(N(C)C)n1	19	-4	-2	5.8	/	2	-2	9	/	/	-3
COC(=O)c1cccc(NC(=S)Nc2cccc(Cl)c2C)c1	19	-9	-17	-0.1	8	0	-10	-6	96	95	-3
O=C(c1cccc(F)c1)N1CCC(N2CCCCCC2)CC1	11	-2	-1	1.1	21	2	1	0	105	113	0

Not a retest: entries from further up.
SMILES	GSH bead fluor	Bcl-XL Bim block	Bfl-1 Bim block	ABCB1 inh	Avidin bead fluor	ABCG2 inh	Bcl-B Bim block	Bim-Bcl-2	RGS7-Gao	RGS4-Gao reg	Bcl-W Bim block
Cc1c(Br)c([N+](=O)[O-])nn1C(C)C(=O)Nc1nccs1 (stereo not given)	17	1	-1	0.8	11	3	0	0	98	101	1
O=C(NC1CCCCC1)N(CCN1CCOCC1)Cc1cc2cc3c(cc2[nH]c1=O)OCCO3	13	-1	-1	0.1	35	1	-1	-7	96	98	-2
C=CCn1c(SCCOc2ccccc2)nnc1C(C)NC(=O)c1ccccc1 (stereo not given)	13	-1	-1	1.6	18	5	2	0	108	106	0
N#CCCn1cc(/C=C2\NC(=S)N(c3ccccc3)C2=O)c(-c2ccc(-c3ccccc3)cc2)n1	15	0	-7	-0.9	9	-7	-1	-2	83	91	4
O=C(N/N=C/c1ccc(N2CCCCC2)o1)C(O)(c1ccccc1)c1ccccc1	13	0	-13	-0.3	7	-2	-5	-7	97	95	3

More entries:
SMILES	GSH bead fluor	Bcl-XL Bim block	Bfl-1 Bim block	ABCB1 inh	Avidin bead fluor	ABCG2 inh	Bcl-B Bim block	Bim-Bcl-2	RGS7-Gao	RGS4-Gao reg	Bcl-W Bim block
Nc1ncnc2c1ncn2Cc1ccccc1	8	-2	-7	0.1	13	2	-6	-5	99	98	-1
CCOC(=O)N1CCN(S(=O)(=O)c2cccc3nonc23)CC1	29	-6	-8	0.1	6	0	-4	-3	102	101	-2
O=C(CCN1C(=O)CSC1=O)Nc1ccc(Br)cc1	33	1	6	0.5	5	5	7	9	110	117	6
Cc1ccc(C)c(S(=O)(=O)N2CCN(CC(=O)N3CCc4ccccc4C3)CC2)c1	54	3	-12	1.6	11	3	-10	-7	100	101	3
O=C(COc1nc2ccccc2nc1N1CCOCC1)NC1CCCCC1	8	0	-7	0.9	17	1	3	-7	106	108	1
Cc1ccc(S(=O)(=O)N2CCN(C(=O)c3cccs3)CC2)c(C)c1	12	-1	-12	0.9	24	1	-7	-8	98	94	-1
COc1cccc(-c2nnc(SCC(=O)Nc3cc(C)ccc3OC)n2N)c1	35	-17	-14	0.6	6	4	-12	-7	96	104	-2
O=c1[nH]c(SCc2cccc(Cl)c2)nc2c1CCCC2	12	-5	-7	0.1	26	1	-3	-2	96	101	-1
COC(=O)c1ccccc1NC(=O)Cn1cnc2c(cnn2-c2ccccc2)c1=O	34	-5	-11	0.8	11	2	-9	-8	98	98	0
CCOc1cc(/C=N/Nc2nc(-c3cccc(S(=O)(=O)N4CCCC4)c3)cs2)ccc1O	8	6	2	-0.7	3	0	0	-3	103	102	4
CS(=O)(=O)c1nc2ccccc2n1Cc1ccccc1	13	0	0	1.2	/	12	2	3	/	/	3
C=CCNS(=O)(=O)c1cccc(C(C)=O)c1	11	-6	-15	0.6	16	9	-5	-7	103	103	-2
COC(=O)c1sc(NC(=O)c2c(F)cccc2F)c(C#N)c1C	23	-3	-3	-0.5	6	16	-7	-7	97	99	-1
Cc1nn(-c2ccccc2)c2sc(C(=O)N3CCOCC3)cc12	27	-10	-18	0.0	33	26	-8	-7	101	104	-1
CC1=C(C(=O)Nc2ccccc2C)C(c2ccc(C)o2)N2C(=O)CSC2=N1 (stereo not given)	26	-3	-1	0.2	10	1	-3	0	100	99	-3
CCCCn1nnc(NC(=O)Cc2ccc(Cl)cc2)n1	30	-4	-6	0.6	16	3	-6	-5	104	104	-2
CS(=O)(=O)N1CCC(C(=O)N2CCC(Cc3ccccc3)CC2)CC1	24	-8	-18	-0.1	14	8	-10	-12	103	101	0
COc1ccc(NC(=O)C2CCN(c3nnnn3-c3ccccc3)CC2)cc1	18	1	0	1.0	7	3	0	-2	105	102	0
Nn1c(SCC(=O)N2CCOCC2)nnc1-c1ccccc1Cl	13	-2	-3	0.4	29	1	-2	-1	96	95	-1
Oc1ccccc1N=Nc1ccccc1O	10	-1	1	0.2	34	4	-4	-4	75	68	-4
COc1cccc(/C=N/n2c(CO)nc3ccccc32)c1OC	60	0	-11	0.6	8	5	-9	-11	95	91	1
CN(C)c1cccc2c(/C=N/O)ccc(N(C)C)c12	12	0	6	-0.3	16	1	2	3	105	106	4
Cc1nc2nc(SCC(=O)c3cccc([N+](=O)[O-])c3)[nH]c2cc1Br	11	-10	-4	-0.2	27	17	-14	-7	101	100	-3
Cc1csc(NC(=S)Nc2cccc(Cl)c2)n1	5	-5	-1	-0.8	1	-4	-10	-3	99	101	-5
CCc1ccc(NC(=S)N2CCN(c3cccc(C(F)(F)F)c3)CC2)cc1	12	0	-7	0.1	19	3	-1	-2	99	93	2
COc1ccc(NC(=S)N(CCc2c(C)[nH]c3ccc(C)cc23)Cc2ccco2)cc1	18	-6	-1	0.8	/	3	-6	-6	/	/	-2
COC(=O)c1c(C)[nH]c(C)c1-c1cccc([N+](=O)[O-])c1	15	-4	-5	0.4	6	57	-5	-5	99	97	0
Cc1cccc2c1nc(-c1ccccc1)n1cnnc21	11	3	-8	0.6	11	15	0	-8	92	93	5
COc1cc(/C=N/Nc2cccc(C)c2)ccc1OC(=O)c1ccco1	19	-8	-14	-0.2	7	-1	-8	-5	100	102	-2
O=C(O)CCC(=O)Nc1nnc(C(F)(F)F)s1	9	0	0	0.5	10	2	5	4	98	96	3

Quoted at random: 2 entries already listed
SMILES	GSH bead fluor	Bcl-XL Bim block	Bfl-1 Bim block	ABCB1 inh	Avidin bead fluor	ABCG2 inh	Bcl-B Bim block	Bim-Bcl-2	RGS7-Gao	RGS4-Gao reg	Bcl-W Bim block
COc1ccc(NC(=S)N(CCc2c(C)[nH]c3ccc(C)cc23)Cc2ccco2)cc1	18	-6	-1	0.8	/	3	-6	-6	/	/	-2
COc1cc(/C=N/Nc2cccc(C)c2)ccc1OC(=O)c1ccco1	19	-8	-14	-0.2	7	-1	-8	-5	100	102	-2
